Assay outcomes as filed in PubChem.
Growth percent in the NCI-60 one-dose screen (48 h, 10 µM unless noted): 100 = growth as untreated, 0 = no growth, -100 = all killed.
EKVX: EKVX NSCLC; hit rate 3% among 71,000; AID 1794765
CCRF-CEM: CCRF-CEM leukemia. hit rate 7% among 77,000
A549/ATCC: A549/ATCC NSCLC. hit rate 3.7% among 81,000
M14: M14 melanoma; hit rate 6.2% among 80,000
HOP-62: HOP-62 NSCLC | hit rate 3.9% among 80,000
RPMI-8226: RPMI-8226 leukemia cells; hit rate 7.5% among 77,000
MOLT-4: MOLT-4 leukemia cells | hit rate 6.9% among 80,000 | AID 1794779
HOP-92: HOP-92 NSCLC cells; hit rate 6.3% among 71,000; AID 1794738
* hit, by the source's call; nt = not tested or not shown; & = joins results of further samples. Rule for the calls: active = growth percent below 10; inactive = the rest.

Labels used below: A = EKVX; B = CCRF-CEM; C = A549/ATCC; D = M14; E = HOP-62; F = RPMI-8226; G = MOLT-4; H = HOP-92
Nc1ncnc2c1c(C(=O)NO)cn2C1OC(CO)C(O)C1O (configuration not stated)
  A: 6.9*	B: -17.6*	C: nt	D: -53.8*	E: 5.7*	F: -21.7*	G: -32.9*	H: -37.0*
N#CC(CCN1CCCCC1)(c1ccccc1)c1ccccc1
  A: 91.0&117.9	B: 106.1&87.6	C: 97.4&101.9	D: 94.8&104.7	E: 91.4&99.8	F: 103.3&99.5	G: 105.5&90.6	H: 87.1
CNC(=O)Oc1coc(CCl)cc1=O
  A: nt	B: 78.9	C: 89.4	D: 96.9	E: 146.0	F: 88.7	G: 92.7	H: 102.2
Cc1cc(O)ccc1Cl
  A: 105.4&120.0	B: 97.8&106.3	C: 95.8	D: 102.9&106.7	E: 99.8&106.9	F: 96.2&111.9	G: 105.7&105.0	H: 100.4&117.9
CCCC(=O)C1(c2ccccc2)CCNCC1
  A: nt	B: nt	C: 96.9	D: 93.4	E: 100.1	F: nt	G: 88.5	H: nt
O/N=C(Cl)/C(Cl)=N/O
  A: 95.9	B: 83.8&96.8	C: 103.2&107.5	D: 98.0&100.2	E: 97.8&98.4	F: 102.6&101.6	G: 99.5&96.0	H: 90.4
CC(Br)(C(=O)O)C(Br)C(=O)O (configuration not stated)
  A: nt	B: nt	C: 103.1	D: 96.7	E: 123.4	F: 95.4	G: 94.5	H: 103.8
CC[PH+](CC)CC.O=COC1OC([S-])C(OC=O)C(OC=O)C1OC=O.[Au+] (configuration not stated)
  A: -41.2*	B: -11.4*	C: -76.6*	D: -63.1*	E: -83.1*	F: -27.2*	G: -29.1*	H: -86.8*
CC(=O)Oc1ccc(/C=C/c2cc(OC(C)=O)cc(OC(C)=O)c2)cc1
  A: 94.9	B: 57.4	C: 67.1	D: 84.8	E: 89.2	F: 76.6	G: 69.4	H: 84.6
O=C(O)c1c(Cl)n(Cc2ccc(Cl)cc2)c2ccc(O)cc12
  A: 98.3	B: 113.0	C: 105.8	D: 91.8	E: 86.9	F: 114.4	G: 69.0	H: 78.8
C=C[Si]12OCCN(CCO1)CCO2
  A: nt	B: 88.8	C: 101.0	D: 102.8	E: 105.3	F: 97.7	G: 94.5	H: 139.8
O=[N+]([O-])c1cc(I)cc([N+](=O)[O-])c1
  A: 99.9	B: 100.0	C: 99.5	D: 98.8	E: 132.5	F: 100.8	G: 97.1	H: 131.4
CC1CCCCC12C(=O)NC(=O)NC2=O (configuration not stated)
  A: 99.2	B: 99.7&87.2	C: 99.1&94.4	D: 99.0&108.6	E: 102.5	F: 95.2&101.9	G: 99.8&104.3	H: 99.6&90.7
Cc1cccc(C)c1OC(=O)C(Cl)(Cl)Cl
  A: nt	B: 94.5	C: 83.2	D: 113.0	E: 111.4	F: 96.4	G: 95.3	H: nt
OC12C[C@@H](C3CO[C@@H]1O3)n1c(nc3ccccc31)N2
  A: nt	B: 108.6	C: 92.1	D: 104.7	E: 92.7	F: 98.2	G: 100.8	H: 95.0
O=c1c2ccccc2[nH]c(=S)n1-c1cccc(C(F)(F)F)c1
  A: nt	B: 94.0	C: 98.4	D: 100.9	E: 102.6	F: 90.5	G: 92.7	H: 68.3
CC(C)(C)NC(=O)OCCN1CC1
  A: 93.0	B: 104.0	C: 96.1	D: 107.0	E: 109.2	F: 93.9	G: 104.0	H: nt
C[S+]1C=Cc2ccccc2C1c1ccc(Cl)cc1 (configuration not stated)
  A: 90.6	B: 73.7	C: 78.9	D: 83.6	E: 125.6	F: 40.8	G: 85.7	H: -54.5*
C/C(=N/OC(=O)N(C)C)c1ccc(Cl)cc1Cl
  A: nt	B: 94.1	C: 97.3	D: 106.3	E: 98.2	F: 102.6	G: 90.0	H: 107.9
Cc1ccncc1/C=N/O
  A: 97.7	B: 74.4	C: 78.4	D: 101.3	E: 90.8	F: 98.6	G: 88.8	H: 91.7
CC[C@H](NC(=O)[C@H]1CCCCN1C)C(=O)N(C)[C@H](C[C@@H](OC(C)=O)c1nc(C(=O)N[C@@H](Cc2ccccc2)C[C@H](C)C(=O)O)cs1)C(C)C
  A: 40.6	B: 2.0*	C: 10.4	D: -10.4*	E: 25.4	F: 15.5	G: 10.2	H: 46.0
O=C(O)c1cc(C(=O)O)cc(S(=O)(=O)F)c1
  A: 109.0	B: 111.2	C: 122.7	D: 112.9	E: 99.0	F: 111.6	G: 117.3	H: 89.8
CC(=O)O[C@H]1CC[C@@]2(C=O)C(=CC[C@@H]3[C@@H]2CC[C@]2(C)C(=O)CC[C@@H]32)C1
  A: nt	B: 96.8	C: 87.2	D: 121.3	E: 96.7	F: 101.5	G: 118.8	H: 95.6
Clc1ccc(CSSC(Cl)(Cl)Cl)cc1
  A: nt	B: 95.7	C: 105.2	D: 100.5	E: 98.3	F: 100.3	G: 74.1	H: nt
Oc1cc(Cl)ccc1Oc1ccc(Cl)cc1Cl
  A: 42.7	B: 24.8	C: 37.5	D: 22.1	E: 20.5	F: 9.5*	G: 5.7*	H: -11.4*
O=C(/C=C/c1sc(N(CCCl)CCCl)nc1Cl)c1ccc(Cl)cc1
  A: 96.1	B: 78.0	C: 88.4	D: 94.9	E: 91.6	F: nt	G: 82.9	H: nt
Clc1ccc(CO/N=C(\Cn2ccnc2)c2ccc(Cl)cc2Cl)c(Cl)c1
  A: 6.6*	B: -13.1*	C: 7.9*	D: -17.4*	E: 107.3	F: -3.3*	G: -4.8*	H: -31.9*
Cn1cnnc1[S-].[Au+].c1ccc([PH+](c2ccccc2)c2ccccc2)cc1
  A: 60.7	B: 1.2*	C: 78.8	D: -11.9*	E: 25.1	F: -3.3*	G: -9.2*	H: -58.1*
Oc1c(F)c(F)c(F)c(F)c1F
  A: 95.3	B: 104.0	C: 73.3	D: 87.5	E: 97.4	F: nt	G: 101.8	H: 80.2
CCCCCCCCCCNCCC (tested in a mixture with another compound)
  A: 104.5	B: 95.4	C: 101.6	D: 111.0	E: 107.6	F: 93.1	G: 110.0	H: 77.9
COc1ccc(C(C)(C)CC(C)(C)C)cc1
  A: 116.2	B: 94.6	C: 100.8	D: 97.7	E: 99.7	F: 90.7	G: 93.8	H: nt
O=C(O)c1cc(CBr)ccc1O
  A: 115.0	B: 92.4	C: 96.5	D: 117.0	E: 117.1	F: 100.6	G: 107.5	H: 92.9
COc1ccc(C(=O)c2ccc([As]=O)cc2)cc1 (configuration not stated)
  A: -98.1*	B: -25.1*	C: -71.8*	D: -84.0*	E: -86.1*	F: -24.0*	G: -24.5*	H: -96.1*
CC12CCC3C(CCC4=CC(=O)CCC43C)C1C/C(=C\c1ccc(N(CCCl)CCCl)cc1)C2=O (configuration not stated)
  A: 86.2	B: 79.1	C: 57.5	D: 107.6	E: 100.7	F: 54.3	G: 81.0	H: nt
CC[C@H](C)[C@H](NC(=O)C12C3C4C1C1C2C3C41NC(C)=O)C(=O)N(C)[C@H](C[C@@H](OC(C)=O)c1nc(C(=O)N[C@@H](Cc2ccccc2)C[C@H](C)C(=O)OC)cs1)C(C)C (some centres not stated)
  A: 38.6	B: 12.2	C: 27.7	D: 1.0*	E: 22.4	F: 2.4*	G: 17.7	H: 30.2
O=[N+]([O-])c1cc[n+]([O-])c2ccccc12
  A: -3.5*	B: -11.1*	C: -25.1*	D: -92.9*	E: -47.9*	F: -7.2*	G: 3.5*	H: -41.6*
CNC(C)(C)Cc1ccccc1
  A: 98.0	B: 111.9	C: 96.3	D: 105.5	E: 103.9	F: 105.3	G: 103.4	H: 81.9
CC(=O)Nc1ccc(S(=O)(=O)F)cc1
  A: 103.8	B: 101.0	C: 97.9	D: 101.9	E: 99.0	F: 104.5	G: 90.8	H: 69.4
CCCCCN(CCCCC)CC(O)c1ccc(Cl)c(C)c1Cl (configuration not stated)
  A: nt	B: 98.5	C: 102.0	D: 87.0	E: 88.5	F: nt	G: 98.4	H: 86.8
c1ccc2c(c1)Nc1ccccc1S2
  A: 76.0	B: 71.7	C: 86.9	D: 98.1	E: 125.0	F: 83.4	G: 25.0	H: 50.3
O=C1C(Cl)=C(N2CCOCC2)C(=O)c2ccccc21
  A: 96.9	B: -27.6*	C: 100.8	D: 105.2	E: 105.0	F: -3.7*	G: nt	H: -75.2*
Cc1ccc(N2CCN(CCC#N)CC2)cc1
  A: 95.5	B: 92.0	C: 88.5	D: 98.6	E: 93.6	F: 96.7	G: 105.4	H: 98.4
O=C(CCN1CC=C(c2ccccc2)CC1)NCc1ccccc1
  A: 110.6	B: 87.1	C: 94.8	D: 119.5	E: 111.2	F: 95.6	G: 99.6	H: 91.6
Clc1ccc(NC2=NCCS2)cc1Cl
  A: nt	B: 90.8	C: 85.2	D: 107.6	E: 107.0	F: 85.6	G: 89.2	H: 97.2
CC1=C(CNO)C2=C(C)C3(CC3)[C@@](C)(O)C(=O)C2=C1
  A: 9.9*	B: 73.9	C: -7.8*	D: 26.8	E: 1.6*	F: 99.4	G: 51.0	H: -19.6*
C[C@H]1[C@H](OC(=O)CCC(=O)N(CCCc2cn(-c3ccc([N+](=O)[O-])cc3)nn2)CCNc2ccnc3cc(Cl)ccc23)O[C@@H]2OC3(C)CC[C@H]4[C@H](C)CC[C@@H]1[C@@]24OO3
  A: 46.8	B: 26.3	C: 52.6	D: 45.3	E: 69.4	F: 28.7	G: 2.7*	H: 24.9
Cc1ccc(S(=O)(=O)C(Cl)(Cl)Cl)cc1
  A: 101.0	B: 82.7	C: 77.2	D: 94.6	E: 90.2	F: nt	G: 79.6	H: 82.3

Among those listed so far, 7 contain a carbonyl joined to an NH by a bond outside any ring:
Labels used below: A = EKVX; B = CCRF-CEM; C = A549/ATCC; D = M14; E = HOP-62; F = RPMI-8226; G = MOLT-4; H = HOP-92
Nc1ncnc2c1c(C(=O)NO)cn2C1OC(CO)C(O)C1O (configuration not stated)
  A: 6.9*	B: -17.6*	C: nt	D: -53.8*	E: 5.7*	F: -21.7*	G: -32.9*	H: -37.0*
CNC(=O)Oc1coc(CCl)cc1=O
  A: nt	B: 78.9	C: 89.4	D: 96.9	E: 146.0	F: 88.7	G: 92.7	H: 102.2
CC(C)(C)NC(=O)OCCN1CC1
  A: 93.0	B: 104.0	C: 96.1	D: 107.0	E: 109.2	F: 93.9	G: 104.0	H: nt
CC[C@H](NC(=O)[C@H]1CCCCN1C)C(=O)N(C)[C@H](C[C@@H](OC(C)=O)c1nc(C(=O)N[C@@H](Cc2ccccc2)C[C@H](C)C(=O)O)cs1)C(C)C
  A: 40.6	B: 2.0*	C: 10.4	D: -10.4*	E: 25.4	F: 15.5	G: 10.2	H: 46.0
CC[C@H](C)[C@H](NC(=O)C12C3C4C1C1C2C3C41NC(C)=O)C(=O)N(C)[C@H](C[C@@H](OC(C)=O)c1nc(C(=O)N[C@@H](Cc2ccccc2)C[C@H](C)C(=O)OC)cs1)C(C)C (some centres not stated)
  A: 38.6	B: 12.2	C: 27.7	D: 1.0*	E: 22.4	F: 2.4*	G: 17.7	H: 30.2
CC(=O)Nc1ccc(S(=O)(=O)F)cc1
  A: 103.8	B: 101.0	C: 97.9	D: 101.9	E: 99.0	F: 104.5	G: 90.8	H: 69.4
O=C(CCN1CC=C(c2ccccc2)CC1)NCc1ccccc1
  A: 110.6	B: 87.1	C: 94.8	D: 119.5	E: 111.2	F: 95.6	G: 99.6	H: 91.6

Not all compounds are listed. The share of hits here may be higher or lower than overall.
